GDH-TPI inh – GDH-TPI coupling enzyme inhibitors, primary screen, artefact control for M. tuberculosis FBA inhibitor project, biochemical, absorbance, full deck; GDH-TPI coupled enzyme counterscreen, NADH absorbance; inhibition, % at 4.8 µM; 1.2% of 360,000 active; in the data active means inhibition above about 30%;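 further: 0% = DMSO wells and 100% = wells lacking the enzyme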
Mtb FBA inh – Mtb FBA enzyme inhibitors, primary screen, biochemical, fluorescence, strain H37Rv. 2.3% of 360,000 active. inhibition, % at 1 µM. AID 588726, 2011. Fructose-bisphosphate aldolase (Mycobacterium tuberculosis (strain ATCC 25618 / H37Rv)), …. purified M. tuberculosis FBA, fluorescence read-out; in the data active means inhibition above about 27%;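 further: 0% = vehicle and 100% = reference inhibitor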
Target sequence (P9WQA3 whole entry, looked up): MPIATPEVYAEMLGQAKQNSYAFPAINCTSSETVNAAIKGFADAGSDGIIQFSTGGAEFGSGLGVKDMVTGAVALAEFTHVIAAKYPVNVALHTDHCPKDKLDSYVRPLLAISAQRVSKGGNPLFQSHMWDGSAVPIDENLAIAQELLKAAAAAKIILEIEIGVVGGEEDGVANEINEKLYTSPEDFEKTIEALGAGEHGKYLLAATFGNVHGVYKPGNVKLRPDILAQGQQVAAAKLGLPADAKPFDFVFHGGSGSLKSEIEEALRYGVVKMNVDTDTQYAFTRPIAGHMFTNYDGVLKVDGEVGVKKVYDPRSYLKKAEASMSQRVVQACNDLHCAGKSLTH
Mtb UGM inh – M. tuberculosis UGM enzyme inhibitors, primary screen, biochemical, fluorescence polarization, single point; 0.06% of 320,000 active; inhibition, % at 10 µM; AID 504406, 2011; UDP-galactopyranose mutase (Mycobacterium tuberculosis (strain ATCC 25618 / H37Rv)), …; purified UGM, fluorescence polarization probe displacement; in the data active means inhibition above about 10%, passing the limit was not always enough
Target sequence (P9WIQ1 whole entry, looked up): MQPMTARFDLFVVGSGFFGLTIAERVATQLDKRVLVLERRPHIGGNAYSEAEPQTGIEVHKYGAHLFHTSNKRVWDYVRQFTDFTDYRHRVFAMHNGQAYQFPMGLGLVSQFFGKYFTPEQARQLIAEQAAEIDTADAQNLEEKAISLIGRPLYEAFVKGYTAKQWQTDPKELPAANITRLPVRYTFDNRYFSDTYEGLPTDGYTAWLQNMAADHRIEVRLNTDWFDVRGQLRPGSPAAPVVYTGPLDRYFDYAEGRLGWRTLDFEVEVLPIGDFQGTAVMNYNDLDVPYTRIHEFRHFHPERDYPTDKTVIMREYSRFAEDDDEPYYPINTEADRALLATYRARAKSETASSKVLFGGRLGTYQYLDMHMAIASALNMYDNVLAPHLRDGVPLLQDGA
3CLpro inhibitor – SARS-CoV 3CLpro protease inhibitors, primary screen, biochemical, quenched FRET; recombinant SARS-CoV 3CLpro, quenched FRET peptide cleavage; 0.14% of 290,000 active; inhibition, % at 6 µM; Replicase polyprotein 1ab (Severe acute respiratory syndrome coronavirus), P0C6X7; in the data active means inhibition above about 12%
BioA inh – M. tuberculosis BioA enzyme inhibitors, primary screen, biochemical, plate reader, single point, HTS. 7,8-diaminopelargonic acid synthase BioA (Mycobacterium tuberculosis). purified M. tuberculosis BioA enzyme. inhibition, % at 9.99 µM. 0.096% of 360,000 active. AID 602481, 2012; in the data active means inhibition above about 40%
PriA SSB inh – inhibitors of Klebsiella pneumoniae PriA binding to SSB C-terminal tail, primary screen, biochemical, AlphaScreen. PriA–SSB C-terminal tail interaction (Klebsiella pneumoniae). 0.6% of 430,000 active. AlphaScreen SSBct-PriA binding, biotinylated peptide. inhibition, % at 33 µM; in the data active means inhibition mostly above about 37%, no sharp cut-off; inactive means mostly below about 20%;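 further: plate controls were negative control peptide for no effect and reference peptide for full effect; strong numbers were not always called active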
Vc quorum ag – inducers of Vibrio cholerae quorum light production without autoinducers, primary screen, BH1578 luxS cqsA deficient, single point; activation, % at 18.7 µM; 0.16% of 350,000 active; V. cholerae BH1578 lux reporter, luminescence, 6 h; in the data active means activation mostly above about 9.7%, no sharp cut-off; further: not every result past the cut was called active; inactives centre near 0; reference of the scale not given here
MazF activator – activators of E. coli MazEF toxin-antitoxin RNase, primary screen, biochemical, fluorescence, uHTS; AID 504720, 2011; FAM/BHQ RNA-DNA oligo cleavage fluorescence, 5 h; activation, % at 20 µM; 0.32% of 350,000 active; in the data active means activation above about 50%
Target sequence (P0AE70 whole entry, looked up): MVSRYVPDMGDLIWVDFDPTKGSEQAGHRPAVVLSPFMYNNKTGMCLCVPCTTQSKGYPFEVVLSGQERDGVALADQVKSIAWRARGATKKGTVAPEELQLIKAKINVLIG
DUSP3 inh – VHR1 phosphatase inhibitors, primary screen, biochemical, absorbance, uHTS. 0.52% of 290,000 active. recombinant VHR phosphatase, pNPP absorbance. inhibition, % at 13.3 µM. Dual specificity protein phosphatase 3 (Homo sapiens), P51452. AID 1654, 2009; in the data active means inhibition above about 50%; further: some compounds called inactive have numbers as strong as hits
Target sequence (P51452 whole entry, looked up): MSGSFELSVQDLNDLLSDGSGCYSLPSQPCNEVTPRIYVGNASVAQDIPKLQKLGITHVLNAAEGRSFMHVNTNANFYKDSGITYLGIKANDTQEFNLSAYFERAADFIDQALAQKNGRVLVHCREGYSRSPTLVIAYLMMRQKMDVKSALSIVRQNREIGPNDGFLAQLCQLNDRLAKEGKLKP
Rv3671c protease – Rv3671c serine protease inhibitors, primary screen, biochemical, fluorescence polarization, M. tuberculosis H37Rv. AID 2606, 2010. inhibition, % at 5.96 µM. 0.048% of 320,000 active. P9WHR9; in the data active means inhibition above about 38%;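 further: extracellular domain of Rv3671c used as enzyme; 0% = enzyme with DMSO and 100% = no enzyme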
Starred values were filed as active, the others as inactive; i = inactive; x = not tested or not shown.

SMILES | GDH-TPI inh | Mtb FBA inh | Mtb UGM inh | 3CLpro inhibitor | BioA inh | PriA SSB inh | Vc quorum ag | MazF activator | DUSP3 inh | Rv3671c protease
Cc1c(C(=O)N2CCCC2)c(S(=O)(=O)Nc2cccc(Br)c2)c(C)n1C | 13 | 9 | -1.6 | 4 | -1.9 | -3 | i | 1 | 14 | 6
CN(c1cccc(NS(=O)(=O)c2cccs2)c1)S(C)(=O)=O | 13 | 1 | 1.4 | -4 | -1.5 | -13 | -1.7 | 8 | 11 | -5
COc1ccc(NC(=O)COC(=O)/C=C/c2ccccc2[N+](=O)[O-])cc1OC | -4 | 0 | 2.2 | -2 | 0.0 | 9 | i | 7 | 0 | -13
CC(C)NC(=O)C1CCN(Cc2cnn(-c3ccccc3)c2-n2cccc2)CC1 | -13 | 4 | -2.2 | 4 | 0.8 | 7 | 2.0 | 3 | 15 | 3
CN(C)CCNC(=O)c1cccc2ccc(-c3ccc(-c4ccccc4)cc3)nc12 | 10 | 58* | x | x | x | 24 | i | -14 | x | x
NC(=O)CSc1ncnc2c1cnn2Cc1ccccc1 | -12 | 0 | 0.6 | -10 | -0.7 | -12 | 1.2 | 5 | 21 | 3
COC(=O)c1cc(=O)nc2sc(-c3ccc(F)cc3)nn12 | 1 | 7 | -0.8 | 3 | -0.9 | -6 | i | -21 | 19 | -2
COc1ccc(CC(=O)NNC(=O)c2ccc(NC(C)=O)cc2)cc1 | 5 | 8 | -4.9 | 3 | x | -9 | -0.1 | 6 | 21 | 1
COc1ccc(NS(=O)(=O)c2cc(N=Nc3c(O)[nH]c(=O)[nH]c3=O)ccc2OC)cc1Br | 30 | -9 | x | x | 0.1 | x | -3.0 | -10 | x | x
Cc1cc(C)n2nc(SCc3cccc(S(=O)(=O)N(C)C)c3)nc2n1 | -3 | 3 | 2.3 | 0 | 3.7 | -7 | i | -10 | -7 | 0
O=C1CCC(C(=O)OCC(=O)N2N=C3/C(=C/c4ccccc4)CCCC3C2c2ccccc2)N1 (centres undefined) | 7 | 0 | -0.8 | -1 | 0.2 | 9 | -2.6 | 1 | 6 | 1
CC1(C(=O)Nc2cnc3ccccc3c2)CCN1Cc1ccccc1Cl (centres undefined) | 7 | -1 | x | x | -1.3 | x | i | x | x | x
c1ccc(C2NCCc3ccccc32)cc1 (centres undefined) | 4 | 3 | 0.0 | -3 | x | 0 | -0.4 | -8 | 16 | 1
O=C(COC(=O)/C=C/c1ccccc1[N+](=O)[O-])NCc1ccco1 | 1 | -2 | 4.3 | x | 1.9 | -37 | i | -2 | x | 2
O=C(CSc1n[nH]c(-c2cccs2)n1)NCc1cccs1 | 8 | 0 | 0.0 | 0 | x | -9 | i | 5 | 21 | 1
COc1cc(OC)cc(C(=O)NC(C(=O)Nc2ccc3nc(C)sc3c2)C(C)C)c1 (centres undefined) | -3 | 1 | x | x | 0.7 | -13 | -7.1 | 10 | x | -4
O=C1Nc2cc(Cl)ccc2C1(N1CCNCC1)C(F)(F)F (centres undefined) | -13 | -1 | -1.0 | 1 | x | -17 | i | 6 | 26 | -3
O=C(c1ccc(-n2c(SCc3cccc(F)c3)nc3ccccc3c2=O)cc1)N1CCOCC1 | 2 | 2 | -0.4 | 1 | -3.0 | 9 | i | -1 | -8 | 11
Cn1nnnc1SCCNCc1cccnc1 | 25 | 2 | 1.2 | 6 | -3.8 | -10 | i | -9 | 2 | -4
COc1ccc(N2CC(C(=O)OCC(=O)NCc3ccccc3)CC2=O)cc1 (centres undefined) | 12 | 0 | 5.0 | 3 | -1.2 | -15 | -1.5 | 2 | 36 | -8
CN(C)c1ccc(/C=C2\C(=O)NC(=O)N(CCc3ccc(F)cc3)C2=O)cc1 | 47* | 1 | -1.2 | 3 | -1.8 | -4 | -0.4 | -60 | 5 | -31
CCOc1ccc2[nH]c(=O)c(CN(CCO)C3(c4nnnn4C4CCCCC4)CCCCC3)cc2c1 | 21 | 14 | 3.0 | -3 | -1.3 | -11 | 0.6 | 6 | 38 | -6
CC1(C)N=C(c2cccs2)C(C)(C)N1O | 0 | 1 | 3.6 | -4 | 0.5 | -8 | -3.6 | -5 | 19 | -5
CCOc1cc(C)cc2oc(=O)cc(-c3ccccc3)c12 | 14 | 3 | 0.0 | -2 | 1.1 | 1 | 4.0 | -1 | 15 | -3
Cc1ccc(S(=O)(=O)N(CC(=O)N2CCOCC2)c2ccccc2F)cc1 | 14 | 1 | 2.8 | -6 | -0.1 | -2 | -0.2 | 10 | 36 | 3

The list continues:
SMILES | GDH-TPI inh | Mtb FBA inh | Mtb UGM inh | 3CLpro inhibitor | BioA inh | PriA SSB inh | Vc quorum ag | MazF activator | DUSP3 inh | Rv3671c protease
CCCOC(=O)c1ccc(NC(=O)c2ccoc2C)cc1 | 1 | 1 | -1.2 | 9 | x | -5 | -3.1 | 1 | -5 | -3
Cc1cccc(NS(=O)(=O)c2ccc(C)c(C(=O)NCc3ccncc3)c2)c1 | -1 | 3 | x | x | -0.4 | 12 | i | -6 | x | -10
COc1ccc(NC(=O)CSc2ccccc2)cc1S(=O)(=O)N1CCCCC1 | -2 | 1 | -0.6 | -3 | 0.3 | -8 | -0.4 | -1 | -7 | -17
CCNc1nc(N)nc(-c2cc(Cl)ccc2OC)n1 | 5 | 1 | -1.6 | -1 | -1.6 | -21 | i | 6 | -6 | -1
COc1cccc(-n2nnc3c(=O)n(Cc4cccc(C)c4)cnc32)c1 | -18 | 1 | -0.6 | x | -0.1 | -10 | -0.3 | 6 | -17 | 3
O=C(CCC1CCCN(C(=O)c2ccoc2)C1)NCc1ccc(F)c(F)c1 (centres undefined) | -9 | 0 | -1.0 | 3 | -2.8 | -5 | i | 1 | 10 | 5
O=C(c1ccco1)N1CCN(C/C=C/c2ccccc2)CC1 | 7 | 1 | -0.5 | 0 | 0.0 | -5 | -0.7 | -1 | 15 | 17
O=CNc1cc(-c2ccc(C(=O)NC3CC3)cc2)cn2c(-c3ccccc3)cnc12 | -4 | 1 | x | x | -1.9 | x | -0.2 | x | x | x
O=C(Nc1ccc2ccccc2c1)N1C[C@H]2C[C@@H](C1)c1cccc(=O)n1C2 | -12 | 8 | 1.3 | 1 | x | x | -0.5 | -4 | 6 | 0
COc1ccc(N2CCN(C(=O)COC(=O)COc3cc(C)cc(C)c3)CC2)cc1 | -4 | -1 | 0.0 | x | x | 14 | i | 5 | x | -1
C=CCc1cccc(/C=N/NC(=O)C(C)Nc2ccc(C)cc2)c1O (centres undefined) | 8 | -1 | -2.2 | 5 | -2.3 | x | i | 5 | -8 | 12
O=C(NCCCN1CCOCC1)C(=O)N/N=C/c1ccc(F)cc1 | 15 | 0 | 0.7 | -4 | x | x | -2.3 | 3 | 11 | -1
CC(C)N(C(=O)Cn1cc(S(=O)(=O)CC(=O)NCc2ccccc2)c2ccccc21)C(C)C | 8 | 0 | -1.3 | -2 | -3.7 | -3 | -1.1 | 2 | 18 | 6
Cc1ccc(O)c(N=Cc2cc(Cc3ccccc3)cc([N+](=O)[O-])c2O)c1 | 4 | -8 | x | 2 | x | -1 | -0.7 | -15 | 15 | x
Cc1cc(=O)oc2cc(OCC(=O)NC3CC(C)(C)NC(C)(C)C3)ccc12 | 16 | 21 | 0.6 | -2 | 1.9 | 3 | -0.2 | -3 | 11 | -7
COc1ccc(NC(=O)CN(C)CC(=O)c2[nH]c(C)c(C(C)=O)c2C)cc1 | 4 | 0 | -0.4 | x | 11 | 4 | -0.4 | 3 | x | 3
Cc1ccc(NS(=O)(=O)c2c(C)noc2C)cc1 | -15 | 1 | -0.5 | 3 | -0.6 | 6 | -0.3 | 6 | 12 | -3
COc1cccc2c(=O)c3c([nH]c12)OC(C)(C)C3 | 2 | 6 | -5.0 | x | -0.6 | -4 | -0.7 | -1 | x | 3
O=C(NCc1ccc2c(c1)OCO2)C1CCN(S(=O)(=O)N2CCCCC2)CC1 | 5 | -1 | 1.9 | 1 | 2.1 | -8 | -0.2 | -1 | -14 | 0
Cc1ccc(CNC(=O)/C=C/c2cccs2)cc1 | 2 | 3 | -0.3 | -1 | x | -7 | -0.3 | 4 | 4 | -7
Nn1c(SCc2nc3ccccc3[nH]2)nnc1-c1ccccc1 | 4 | 1 | -1.0 | -2 | -0.7 | 3 | x | 5 | 15 | 3
Cc1ccc(-n2nc(C(=O)O)cc2-c2ccccc2Cl)cc1 | -10 | 1 | 0.3 | 3 | 2.3 | -6 | 0.4 | 9 | 3 | 5
c1ccc(-c2nc(NCC3CC3)nc3ccsc23)cc1 | 1 | 42* | x | x | 0.9 | x | -0.7 | x | x | x
O=C(COC(=O)CCC(=O)c1cccs1)Nc1ccc(S(=O)(=O)N2CCOCC2)cc1 | 3 | -3 | -0.4 | 2 | -1.2 | -6 | i | 0 | -3 | -3
CCCCOC(=O)Nc1cc(Cl)ccc1C | 1 | 0 | 2.3 | -3 | -0.5 | -33 | -0.4 | 2 | -54 | -8

Next part
SMILES | GDH-TPI inh | Mtb FBA inh | Mtb UGM inh | 3CLpro inhibitor | BioA inh | PriA SSB inh | Vc quorum ag | MazF activator | DUSP3 inh | Rv3671c protease
Cc1cccc(N2C(=O)c3ccc(Br)cc3C2=O)n1 | 3 | 2 | 0.4 | 3 | -0.4 | x | -0.2 | x | -8 | -3
COC(=O)C(NC(=O)CSc1nc(N)cc(=O)[nH]1)c1ccccc1 (centres undefined) | 2 | 3 | 2.5 | -6 | x | -22 | i | 1 | 21 | 7
COc1cc(C(C)=O)ccc1OCC(=O)Nc1ccc(C)c(S(=O)(=O)N2CCCCCC2)c1 | 4 | -1 | 2.8 | x | 1.2 | 7 | -0.4 | 0 | x | -11
CC(CN1CCC(n2nccc2NC(=O)CCCc2ccccc2)CC1)c1ccccc1 (centres undefined) | 5 | -3 | -3.2 | -5 | -0.8 | 10 | -0.5 | -4 | 7 | x
CC(=O)N1CN2CN(C(C)=O)CC(C(=O)c3ccc([N+](=O)[O-])cc3)(C2)C1 | 3 | 2 | 2.6 | 1 | -0.1 | -22 | -0.1 | 8 | 12 | -3
O=C(Nc1ccc2oc(=O)ccc2c1)c1ccc(-c2ccccc2[N+](=O)[O-])o1 | 18 | 1 | 1.5 | -233 | x | 8 | -0.5 | -4 | 9 | -4

Whole records from above. Order of screens: GDH-TPI inh, Mtb FBA inh, Mtb UGM inh, 3CLpro inhibitor, BioA inh, PriA SSB inh, Vc quorum ag, MazF activator, DUSP3 inh, Rv3671c protease
Profile of `COc1cc(C(C)=O)ccc1OCC(=O)Nc1ccc(C)c(S(=O)(=O)N2CCCCCC2)c1` = 4, -1, 2.8, x, 1.2, 7, -0.4, 0, x, -11
Profile of `CC(=O)N1CN2CN(C(C)=O)CC(C(=O)c3ccc([N+](=O)[O-])cc3)(C2)C1` = 3, 2, 2.6, 1, -0.1, -22, -0.1, 8, 12, -3
Profile of `Cc1cccc(N2C(=O)c3ccc(Br)cc3C2=O)n1` = 3, 2, 0.4, 3, -0.4, x, -0.2, x, -8, -3
Profile of `COC(=O)C(NC(=O)CSc1nc(N)cc(=O)[nH]1)c1ccccc1` (centres undefined) = 2, 3, 2.5, -6, x, -22, i, 1, 21, 7

Only part of the results is shown. The share of hits here may be higher or lower than overall.
